Bioassay records (PubChem)
PMI inhibitors = MPI enzyme activity inhibition – biochemical, fluorescence intensity, coupled assay, primary screen (AID 1209). purified PMI enzyme, coupled fluorescence intensity; higher % means a stronger effect. one-dose inhibition, % at 20 µM; IC50 in µM for titrated hits. 190,000 tested, 0.42% active;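 also: plate controls were DMSO vehicle for no effect and wells lacking substrate for full effect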
TNAP activators = human TNAP enzyme activators, primary screen, biochemical, luminescent, no phosphate acceptor, uHTS (AID 1001) | purified TNAP, luminescent activation assay, no phosphate acceptor; higher activation fold means a stronger effect | activation fold at 20 µM, or EC50 in µM where a hit was titrated | 200,000 tested, 0.03% active; in the data active = activation fold from about 3, or a potency from the dose series; inactive = the rest, 99 in 100 with activation fold below about 1.6; also: many of its hits are not listed in these tables
RSV CPE inhibition = inhibition of RSV-induced cytopathic effect – HEp-2 cells, primary 10 µM value included (AID 2391). 310,000 tested, 0.13% active. HEp-2 cells, RSV-induced CPE inhibition; higher % means a stronger effect. CPE inhibition, % at 10 µM, or IC50 in µM where a hit was titrated; in the data active = a potency from the dose series; inconclusive = CPE inhibition mostly from about 23% at the one dose, without a potency; inactive = the rest, 99 in 100 with CPE inhibition below about 21%; also: strong numbers were not always called active
PMI inhibition = MPI inhibition at elevated mannose 6-phosphate – biochemical, fluorescence intensity, high mannose 6-phosphate, primary screen (AID 1220) | recombinant PMI enzyme, coupled fluorescence intensity; higher % means a stronger effect | inhibition, % at 20 µM; hits with a dose series show IC50 in µM | 190,000 tested, 0.66% active
SIAH1 antagonists = blockers of Siah-1 interaction with plectin peptide – biochemical, fluorescence polarization, rhodamine-plectin, uHTS, primary screen (AID 1817). Siah-1 / rhodamine-plectin peptide fluorescence polarization; higher % means a stronger effect. 290,000 tested, 0.02% active. displacement, % at 20 µM; hits with a dose series show IC50 in µM;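 active = displacement of at least 50% at 20 µM, with a fluorescence ratio check between 0.3 and a set limit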;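 also: plate controls were Siah plus tracer with DMSO for no effect and tracer alone without Siah for full effect; strong numbers were not always called active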
WT yeast gro inh = growth inhibition of WT yeast, mitochondrial fusion screen. mitochondrial fusion phenotypic screen, WT strain. inhibition, % at 10 µM. 190,000 tested, 2.1% active; in the data active = inhibition above about 58%; tested in S. cerevisiae
Myeloid diff 2 = compounds promoting myeloid differentiation | ER-HoxA9 myeloid progenitors, lysozyme-GFP differentiation, flow cytometry | 360,000 tested, 1% active | AID 624256 | calls only at 10 µM;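 active = normalized GFP-positive differentiation at or above the plate's own cutoff, the solvent-only control mean plus 3 SD; inconclusive = no clear call, values can overlap the other calls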;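 also: cells exposed to compound for four days before flow analysis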
XIAP displacement = XIAP antagonists, biochemical, IAP family, fluorescence polarization (AID 1018); displacement, % at 20 µM, or IC50 in µM where a hit was titrated; 200,000 tested, 0.007% active; XIAP BIR domain, fluorescence polarization peptide displacement; higher % means a stronger effect; in the data active = displacement above about 50%; also: a part of the inactive calls stands beside numbers as strong as those of hits
Salmonella PhoP GFP = inhibitors of PhoP regulon expression, primary screen, Salmonella Typhimurium, GFP reporter (AID 1863); S. Typhimurium PhoP-regulated promoter GFP reporter, 4 h; higher % means a stronger effect; one-dose inhibition, % at 50 µM; IC50 in µM for titrated hits; 300,000 tested, 0.16% active;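 active = inhibition over 29.93%, a cutoff 3 SD above the screen mean, later confirmed by dose response; inconclusive = inhibition over 29.93% but no dose response follow-up; inactive = inhibition at most 29.93% or unconfirmed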;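 also: 0% = low Mg2+ inducing control and 100% = high Mg2+ repressing control; strong numbers were not always called active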
WT yeast gro inh mutant strain = recorded beside WT yeast gro inh, whose call it bears; inhibition, %; mitochondrial fusion phenotypic screen, mutant strain inhibition
Myeloid diff 2 GFP+ MAC1+ % = second read-out of Myeloid diff 2, no call of its own (marks repeat the call); GFP+ MAC1+ double positive, %; measured here: differentiation confirmed by MAC1 staining
* = called active by the depositor; i = inactive; ? = inconclusive; · = no result given. Rule as the data show it, unless noted: active = inhibition above about 50%; inactive = the rest.

Results follow in this order: PMI inhibitors	TNAP activators	RSV CPE inhibition	PMI inhibition	SIAH1 antagonists	WT yeast gro inh	WT yeast gro inh mutant strain	Myeloid diff 2	Myeloid diff 2 GFP+ MAC1+ %	XIAP displacement	Salmonella PhoP GFP
CC(C)c1ccc(-c2noc(C3CCCN(S(C)(=O)=O)C3)n2)cc1 (stereo not given)
→ 10%	1	3.2%	3%	2%	-1	-4	i	2.8	-3.3%	-8%
FC(F)(F)c1cccc(NC(=S)NCCc2ccccn2)c1
→ 3%	1.1	11%	-1%	1%	7	14	i	1.0	-2.9%	16%
O=Cc1ccc(OCc2ccccn2)cc1
→ -2%	1.1	1.7%	5%	6%	0	-5	i	7.0	-6.3%	1%
COc1cccc2c1O/C(=N\O)C(C(=O)Nc1ccc(C)cc1)C2 (stereo not given)
→ ·	·	-0.8%	·	-3%	·	·	?	·	·	-4%
NC(=O)CC(c1ccccc1)c1ccco1 (stereo not given)
→ 5%	1.1	0.5%	5%	1%	19	-2	i	0.5	-8.6%	-5%
CN1CCN(S(=O)(=O)c2ccc(NCc3ccc4c(c3)OCO4)nc2)CC1
→ ·	·	0.9%	·	12%	·	·	i	0.4	·	-11%
CC(=O)CSc1nnc(CSc2ncccn2)n1C1CCCCC1
→ -5%	1.1	1.5%	-1%	-2%	10	10	i	5.3	-3.6%	-2%
CCn1c(C)nc2cc(C(=O)N/N=C/c3cccc(O)c3O)ccc21
→ ·	2.6	8.8%	·	-14%	7	-5	i	0.0	-3.4%	14%
O=C(NC1CCCCC1)c1ccc(S(=O)(=O)N2CCCCC2)cc1
→ 8%	1.1	1.3%	9%	0%	-6	4	i	0.6	-1.9%	-4%
COc1ccc(S(=O)(=O)N2CCSCC2)cc1C(N)=O
→ ·	·	-0.3%	·	3%	·	·	i	1.0	·	5%
O=C(NCC1COc2ccccc2O1)Nc1ccccc1F (stereo not given)
→ -23%	1	2.0%	-4%	2%	12	6	i	1.2	-2.6%	-4%
Cc1ccc2sc(NC(=O)c3ccc(N4C(=O)CCC4=O)cc3)nc2c1C
→ 2%	1.1	2.5%	-6%	4%	3	15	i	1.1	-1.6%	5%
O=C1COc2ccccc2N1Cc1ccc(Cl)cc1
→ ·	·	2.8%	·	4%	·	·	i	0.6	·	8%
Cc1cc(C)n(-c2ccc(C(=O)NCCCN3CCOCC3)cc2)n1
→ -5%	1.2	-0.4%	-4%	4%	-1	-5	i	0.3	-1.3%	1%
O=C(c1cccs1)N1CCc2c([nH]c3ccccc23)C1c1ccc(Cl)cc1 (stereo not given)
→ 14%	1.1	?	10%	-1%	35	26	i	0.6	-2.2%	-4%

The results go on:
Results follow in this order: PMI inhibitors	TNAP activators	RSV CPE inhibition	PMI inhibition	SIAH1 antagonists	WT yeast gro inh	WT yeast gro inh mutant strain	Myeloid diff 2	Myeloid diff 2 GFP+ MAC1+ %	XIAP displacement	Salmonella PhoP GFP
CC(=O)Nc1ccc(S(=O)(=O)Nc2nc3ccccc3nc2N2CCCCCC2)cc1
→ 9%	1.1	5.1%	2%	2%	5	-3	i	1.3	-0.4%	-5%
COc1cc(OC)c(C(=O)Nc2ccc3ccccc3c2)cc1OC
→ ·	·	4.0%	·	-1%	·	·	i	0.5	·	-3%
O=C(COc1ccc2c(c1)CCC2)N1CCN(c2ccc(F)cc2)CC1
→ ·	·	1.7%	·	-4%	·	·	i	1.1	·	-1%
COc1ccc(Nc2cnn(-c3nc4ccccc4s3)c(=O)c2Cl)cc1
→ 16%	1	-1.7%	6%	-2%	77	78	i	0.3	-1.9%	11%
COc1ccc(C(C(=O)NC2CCCC2)N(Cc2cccnc2)C(=O)c2snc(C(N)=O)c2N)cc1 (stereo not given)
→ ·	·	2.6%	·	2%	·	·	i	0.6	·	-3%
O=C(O)CC1C(=O)NCCN1Cc1cccs1 (stereo not given)
→ -10%	1.1	1.2%	-1%	8%	6	6	i	0.3	-3.9%	-8%
Cc1cc(C)nc(SCC(=O)Nc2ccc(S(=O)(=O)NC(C)(C)C)cc2)n1
→ 2%	1.2	-1.4%	4%	0%	0	-3	i	0.9	-5.9%	0%
CC1(C)Cc2cccc(OCC(=O)N3CCN(c4ccc([N+](=O)[O-])cc4)CC3)c2O1
→ 19%	0.8	9.2%	14%	-1%	-2	-9	i	0.5	-10%	5%
COCCN(CCOC)CC(O)COC(c1ccccc1)c1ccccc1 (stereo not given)
→ 4%	1.2	-1.1%	17%	0%	-8	-11	i	0.1	-4.2%	4%
CCOC(=O)c1ccccc1NC1c2ccccc2C(=O)N1C1CCN(C(=O)OCC)CC1 (stereo not given)
→ 9%	1	-0.3%	6%	-4%	10	7	i	3.6	-9.9%	4%
O=c1cc(CSc2ccc([N+](=O)[O-])cc2)nc2sccn12
→ -23%	1.1	-1.6%	-46%	-6%	0	-9	i	0.5	-9.5%	-7%
CC(=O)Nc1nc(C)c(CCCOc2ccc([N+](=O)[O-])cc2)c(=O)[nH]1
→ ·	·	1.8%	·	6%	·	·	i	0.1	·	-3%
O=C(Nc1ccccc1)N1N=C(c2cccs2)CC1c1cccs1 (stereo not given)
→ 15%	1.1	5.8%	18%	2%	34	36	i	0.7	-6.7%	6%
Cc1cc2ccccc2n1CCNC(=O)C1CCCC1
→ -9%	1.1	1.5%	-10%	0%	19	3	i	1.3	-7.1%	-2%
CCCNC(=O)C(CC)NS(=O)(=O)c1ccc(OC)cc1 (stereo not given)
→ -3%	1.2	1.2%	-5%	2%	9	10	i	0.7	-3.2%	0%

Other records follow:
Results follow in this order: PMI inhibitors	TNAP activators	RSV CPE inhibition	PMI inhibition	SIAH1 antagonists	WT yeast gro inh	WT yeast gro inh mutant strain	Myeloid diff 2	Myeloid diff 2 GFP+ MAC1+ %	XIAP displacement	Salmonella PhoP GFP
Clc1ccc(CN=C2Nc3ccccc3CS2)cc1
→ 12%	1.1	6.3%	-2%	0%	2	-1	i	0.4	-1.8%	2%
CC(Nc1cc(N2CCNCC2)ccc1[N+](=O)[O-])c1ccccc1 (stereo not given)
→ 10%	1	7.3%	21%	-5%	19	20	i	0.7	-1.9%	3%
CCOC(=O)c1c(C)oc2c1c(C=NCCO)c(O)c1ccccc12
→ 5.4µM*	0.9	·	4.5µM*	11%	4	0	i	0.7	3.6%	-7%
Cc1cc(=O)[nH]c(CN2CCC(c3ccccc3)CC2)n1
→ -2%	1	2.0%	-4%	-1%	6	6	i	0.3	-16%	-8%
CC(C)C1Nc2c(O)cc(Cl)c([N+](=O)[O-])c2C2C=CCC21 (stereo not given)
→ ·	0.8	·	·	7%	83*	43*	i	0.1	-4.3%	2%
CCC(=O)Nc1cccc(NC(=S)NC(=O)Cc2ccccc2)c1
→ 0%	1.1	2.2%	-2%	-2%	-4	10	i	0.8	-4.6%	4%
Cc1ccc2nc(-c3cccc(Br)c3)cc(C(=O)NC3CC3)c2c1
→ ·	·	2.1%	·	12%	·	·	i	0.5	·	0%
Cc1onc(-c2ccncc2)c1C(=O)O
→ -6%	1	2.2%	-3%	1%	7	15	i	0.8	3.6%	0%
Cc1ccc(Nc2nc(N)nc(CN3CCCCCC3)n2)cc1
→ 1%	1.1	0.0%	-11%	-2%	-9	12	i	1.4	-3.2%	9%
O=C(CCc1ccccc1)NC(=S)Nc1ccc(S(=O)(=O)N2CCOCC2)cc1
→ 5%	1	12%	4%	-1%	24	1	i	1.1	-0.8%	4%
COc1cc2c(cc1NC(=O)C(C)NCc1ccccc1)oc1ccccc12 (stereo not given)
→ 16%	1.1	15%	8%	-1%	68*	33*	i	0.0	-4.3%	-4%
Cc1cc2c(cc1S(=O)(=O)N(C)c1ccccc1)NC(=O)CO2
→ -2%	1	2.3%	-1%	11%	0	-20	i	0.3	-11%	9%
O=C1CSC(=S)N1/N=C/c1ccc(O)c([N+](=O)[O-])c1
→ 8%	1.1	·	19%	-14%	10	10	i	0.3	-7.8%	-4%
Cc1ccc(-c2csc(/C(C#N)=C/Nc3ccccc3SC(F)(F)F)n2)cc1
→ 13%	1.2	1.9%	-4%	-3%	9	-5	i	0.1	-10%	26%
COC(=O)C(C)(C)ONC(=O)Nc1ccc(Br)cc1
→ 17%	1	7.7%	6%	-6%	17	9	i	0.1	-3.2%	10%

Other entries
Results follow in this order: PMI inhibitors	TNAP activators	RSV CPE inhibition	PMI inhibition	SIAH1 antagonists	WT yeast gro inh	WT yeast gro inh mutant strain	Myeloid diff 2	Myeloid diff 2 GFP+ MAC1+ %	XIAP displacement	Salmonella PhoP GFP
COc1cc(CCNC(=O)c2cnn3ccccc23)cc(OC)c1OC
→ 8%	1.2	1.6%	10%	2%	-10	-15	i	2.4	-4.4%	-1%
Cc1nn(-c2ccccc2)c(CC(C)(C)C(=O)O)c1C(=O)O
→ 2%	1.1	-0.2%	6%	2%	-4	-3	i	1.0	-5.3%	0%
Cc1ccc(NC(=O)N2CCC(=O)N2)cc1
→ -31%	1.1	2.3%	-100%	2%	20	-5	i	2.3	-6.5%	-5%
COc1cccc(Nc2nc(N)c([N+](=O)[O-])c(N3CCOCC3)n2)c1
→ ·	·	1.2%	·	-4%	·	·	i	0.3	·	12%
CCOC(=O)/C(C)=N/Nc1nc(-c2ccc(NC(C)=O)cc2)cs1
→ ·	·	1.8%	·	-5%	·	·	i	0.3	·	-9%
CCOC(=O)c1cc(C)n(CCc2ccccc2)c1C
→ 16%	1.1	3.9%	9%	1%	10	-2	i	2.0	-0.7%	-1%
C/C(=N\NC(=O)c1c(Cl)c(C)nn1C)c1ccc(NC(=O)c2ccncc2)cc1
→ -7%	1	1.8%	-6%	0%	9	14	i	0.3	-4.0%	9%
CC(C)[C@@H]1NC(=O)c2cc([N+](=O)[O-])cc(I)c2NCCC[C@@H](C(=O)NC(CC(=O)O)C(N)=O)NC(=O)[C@H](CO)NC1=O (stereo not given in full)
→ 4%	1.1	-1.3%	3%	7%	-9	-25	i	1.9	-8.9%	8%
COc1cc(NS(=O)(=O)c2ccc(Nc3nc(-c4ccccn4)cs3)cc2)nc(OC)n1
→ 8%	1.2	3.9%	28%	14%	-14	10	i	0.1	-5.0%	-4%
C=CCNC(=O)C(=O)NCCCN1CCOCC1
→ 2%	1	-1.2%	-5%	0%	-11	-10	i	0.6	-3.5%	0%
Cc1ccc2oc(-c3cccc(NC(=O)Cc4cccs4)c3)nc2c1
→ 3%	1	0.2%	-7%	4%	·	·	i	5.6	-3.6%	-2%
CC(C)NC(=O)CSc1nc(-c2cccs2)cc(-c2ccccc2)c1C#N
→ -7%	1.1	2.0%	-5%	-4%	-16	-3	i	0.6	-5.5%	1%
O=C(NC1CC1)c1sccc1-n1cccc1
→ 2%	1.1	0.3%	-1%	1%	-3	15	i	0.6	-4.5%	19%
COCCCNC(=S)N(CCCO)Cc1cc2cc3c(cc2[nH]c1=O)OCCO3
→ ·	·	-0.3%	·	0%	·	·	i	0.4	·	2%

Looked up above.
TNAP activators, `O=C(NC1CC1)c1sccc1-n1cccc1` = 1.1
PMI inhibition, `CCOC(=O)c1cc(C)n(CCc2ccccc2)c1C` = 9%
